Screening results: PubChem, several laboratories
KLK5 inh = human KLK5 protease inhibitors, primary screen, biochemical, 1536-well. inhibition, % at 5 µM. 210,000 tested, 0.59% active. Kallikrein-5 (Homo sapiens), Q9Y337. recombinant hK5, fluorogenic AMC substrate cleavage;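 active means inhibition of 40% or more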;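 further: 0% = enzyme controls without compound and 100% = no-enzyme blanks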
FXIIa inh = human FXIIa protease inhibitors, primary screen, biochemical, 1536-well. purified FXIIa, Boc-QGR-AMC fluorogenic substrate, 2 h. inhibition, % at 5 µM. 220,000 tested, 0.3% active. AID 800, 2007; in the data active means inhibition above about 40%;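 further: 0% = enzyme with no compound and 100% = blank without enzyme; many of its hits are not listed in these tables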
Cl transport mod = KCC2 cotransporter modulators, thallium flux, primary screen, cell-based, HEK293 KCC2, FluoZin-2 fluorescence, MLSMR. KCC2 cells, thallium flux FluoZin-2 fluorescence. B-score of Tl+ flux slope (higher = more flux/activation; lower = inhibition) at 10 µM. 190,000 tested, 2.2% active;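 active means thallium flux slope and its plate-corrected score both differing from the plate sample mean at a set confidence after two filtering rounds, in either direction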;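 further: slope of fluorescence scaled to starting intensity during 10 to 20 s after thallium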
Target sequence (Q9H2X9 whole entry, looked up): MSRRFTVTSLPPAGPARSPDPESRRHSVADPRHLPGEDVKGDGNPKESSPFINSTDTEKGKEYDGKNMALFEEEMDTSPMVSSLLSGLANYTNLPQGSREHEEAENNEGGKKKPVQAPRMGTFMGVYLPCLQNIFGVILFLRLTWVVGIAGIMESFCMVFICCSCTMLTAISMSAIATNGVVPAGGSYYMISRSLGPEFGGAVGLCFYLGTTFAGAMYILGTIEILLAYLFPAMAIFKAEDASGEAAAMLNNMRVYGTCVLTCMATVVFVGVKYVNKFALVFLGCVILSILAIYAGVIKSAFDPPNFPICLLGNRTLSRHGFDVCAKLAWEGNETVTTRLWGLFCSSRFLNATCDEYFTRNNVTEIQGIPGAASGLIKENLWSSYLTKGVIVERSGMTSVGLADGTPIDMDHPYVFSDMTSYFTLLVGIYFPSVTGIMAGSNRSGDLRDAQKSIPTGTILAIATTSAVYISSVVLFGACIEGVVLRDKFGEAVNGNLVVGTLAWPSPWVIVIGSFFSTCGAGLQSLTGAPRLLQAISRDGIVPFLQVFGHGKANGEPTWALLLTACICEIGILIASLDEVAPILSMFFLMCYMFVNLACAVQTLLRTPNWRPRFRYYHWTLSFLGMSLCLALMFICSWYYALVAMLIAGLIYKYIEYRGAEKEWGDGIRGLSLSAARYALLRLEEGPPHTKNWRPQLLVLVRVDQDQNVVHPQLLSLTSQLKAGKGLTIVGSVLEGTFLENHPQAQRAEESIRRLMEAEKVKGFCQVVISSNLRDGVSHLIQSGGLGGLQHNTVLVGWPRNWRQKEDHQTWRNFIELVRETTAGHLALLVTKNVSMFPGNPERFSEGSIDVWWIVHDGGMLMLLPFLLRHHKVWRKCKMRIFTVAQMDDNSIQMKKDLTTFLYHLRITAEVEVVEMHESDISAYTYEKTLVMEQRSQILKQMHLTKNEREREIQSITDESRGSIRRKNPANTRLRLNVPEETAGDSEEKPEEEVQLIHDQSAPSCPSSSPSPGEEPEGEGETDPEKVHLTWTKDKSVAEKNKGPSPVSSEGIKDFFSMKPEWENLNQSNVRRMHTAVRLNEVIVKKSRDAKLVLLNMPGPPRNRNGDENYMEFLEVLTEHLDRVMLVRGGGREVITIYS
Thrombin inh = human alpha-thrombin inhibitors, primary screen, counter-screen for coagulation protease inhibitor project, biochemical, 1536-well, fluorogenic AMC substrate; Prothrombin (Homo sapiens), P00734; Boc-VPR-AMC fluorogenic substrate cleavage; inhibition, % at 5 µM; 220,000 tested, 0.26% active; AID 1046, 2008;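 active means inhibition at or above 40%; inactive means inhibition below 40%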;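 further: 0% = enzyme with no compound and 100% = wells without enzyme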
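Material: human alpha-thrombin protein; Also added: Boc-VPR-AMC substrate, 15 µM final; Timing: enzyme reaction carried out at room temperature; Signal: fluorescence, ex 355 nm, em 460 nm; Measure: % inhibition of thrombin; Controls: enzyme without compound as high, wells lacking enzyme as low.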
FXIa inh = human FXIa protease inhibitors, primary screen, biochemical, 1536-well; Coagulation factor XI (Homo sapiens), P03951; purified FXIa, Boc-Glu-Ala-Arg-AMC fluorogenic substrate; inhibition, % at 5 µM; 220,000 tested, 0.14% active; AID 798, 2007;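 active means inhibition of at least 40%; inactive means inhibition below 40%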;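 further: fluorescence of freed AMC excited at 355 nm; 0% = enzyme without compound and 100% = no enzyme blank; many of its hits are not listed in these tables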
p97 inhibitor = inhibitors of human p97 ATPase, primary screen, biochemical; Transitional endoplasmic reticulum ATPase (Homo sapiens), P55072; AID 1481, 2009; inhibition, % at 8 µM; 220,000 tested, 0.42% active; recombinant p97 ATPase, Kinase-Glo ATP luminescence, 3 h; in the data active means inhibition above about 15%;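 further: 0% = DMSO vehicle and 100% = wells lacking enzyme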
Furin inh = human furin inhibitors, primary screen, biochemical, fluorescence intensity. 220,000 tested, 0.061% active. purified furin, fluorogenic substrate cleavage. P09958. inhibition, % at 30 µM; in the data active means inhibition above about 25%; further: inactives centre near -15
Wee1 degr inh = Wee1 degradation inhibitors, primary screen, cell-based, HeLa, Wee1K328M-luciferase, luminescence | reporter increase, % at 5 µM | 220,000 tested, 1.2% active | HeLa Luc-Wee1K328M stability; 100% = proteasome inhibitor MG132 effect | Wee1-like protein kinase (Homo sapiens), P30291;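 active means activation above the mean of all tested compounds plus 3 SD, set per screening run, cut at about 8.8% in these data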;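 further: cells exposed to compound for 20 h before luminescence read; 0% = DMSO alone and 100% = MG132 at 30 µM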
PERK inhibitor = block of dimerizer-induced PERK translation repression, primary screen, PERK inhibitor project, CHO PERK-DD cells, SEAP luminescence, HTS; inhibition, % at 5.6 µM; CHO PERK-DD fusion, SEAP luminescence translation reporter; 220,000 tested, 0.17% active; Eukaryotic translation initiation factor 2-alpha kinase 3 (Homo sapiens), Q9NZJ5;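 active means inhibition above the mean inhibition of all tested compounds plus 3 SD, set separately per screening campaign, cut at about 2.9% in these data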;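 further: PERK kinase domain activated by AP20187 dimerizer at 100 nM; 0% = DMSO with dimerizer and 100% = rapamycin at 8.4 µM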
Numbers without * were called inactive; [ ] = remark or other dose.

How did CO/N=C/NC(=O)Cc1cn(-c2ncc(C(F)(F)F)cc2Cl)c2ccccc12 do in these assays?
KLK5 inh: -4; FXIIa inh: 5; Thrombin inh: -13; FXIa inh: -6; p97 inhibitor: -1; Furin inh: -15[20 µM]; Wee1 degr inh: 0; PERK inhibitor: -1.1

How did CC(CN1C(C)CCCC1C)OC(=O)c1ccccc1Cl (stereo not drawn) do in these assays?
KLK5 inh: 0; FXIIa inh: 5; Cl transport mod: -0.34; Thrombin inh: -4; FXIa inh: 1; p97 inhibitor: 5; Furin inh: -10; Wee1 degr inh: 2; PERK inhibitor: 0.1

What do the screens show for `CCOc1ccc(N(CC)S(=O)(=O)c2ccc3c(c2)oc(=O)n3C)cc1`?
KLK5 inh: -28; FXIIa inh: 3; Cl transport mod: 1; Thrombin inh: -7; FXIa inh: -3; p97 inhibitor: -8; Furin inh: -9[20 µM]; Wee1 degr inh: 0; PERK inhibitor: -0.8

Results for Cn1c(=NC(=O)c2ccc(S(=O)(=O)N3CCCc4ccccc43)cc2)sc2cc(S(C)(=O)=O)ccc21 ?
KLK5 inh: -6; FXIIa inh: 9; Cl transport mod: -0.7; Thrombin inh: 1; FXIa inh: 9; p97 inhibitor: 2; Furin inh: 4; Wee1 degr inh: -2; PERK inhibitor: 0.1

Results for C=CCn1c(SCc2ccccc2)nnc1-c1cccnc1 ?
KLK5 inh: -36; FXIIa inh: 8; Cl transport mod: 0.46; Thrombin inh: 1; FXIa inh: -12; p97 inhibitor: 5; Furin inh: -27[20 µM]; Wee1 degr inh: 0; PERK inhibitor: 0.4

How did CC1=C(C(=O)Nc2cc(C)ccn2)C(c2cnn(C)c2)C2=C(CC(c3ccccc3)CC2=O)N1 (stereo not drawn) do in these assays?
KLK5 inh: 25; FXIIa inh: 24; Cl transport mod: -0.35; Thrombin inh: 14; FXIa inh: 18; p97 inhibitor: -6; Furin inh: -3; Wee1 degr inh: -3; PERK inhibitor: -0.9

What do the screens show for `O=C(NNC(=S)Nc1ccc(F)c(Cl)c1)C1CC1`?
KLK5 inh: -7; FXIIa inh: 7; Cl transport mod: 1.3; Thrombin inh: -2; FXIa inh: -1; p97 inhibitor: 1; Furin inh: -37; Wee1 degr inh: 1; PERK inhibitor: 0.3

Results for Cc1ccc(CN(c2ccc(C(=O)Nc3cccnc3)cc2)S(C)(=O)=O)cc1 ?
KLK5 inh: -16; FXIIa inh: 25; Cl transport mod: -0.22; Thrombin inh: 2; FXIa inh: 4; p97 inhibitor: -7; Furin inh: -6[20 µM]; Wee1 degr inh: 0; PERK inhibitor: -0.8

What do the screens show for `COc1ccc(-c2nnc(SCC(=O)c3ccco3)n2-c2ccccc2)cc1`?
KLK5 inh: 2; FXIIa inh: 8; Cl transport mod: 0.77; Thrombin inh: 1; FXIa inh: 4; p97 inhibitor: 3; Furin inh: -29; Wee1 degr inh: -1; PERK inhibitor: 0.7

What do the screens show for `CCOCCCNC(=O)/C(C#N)=C/c1cc(OC)c(O)c([N+](=O)[O-])c1`?
KLK5 inh: 2; FXIIa inh: 8; Cl transport mod: -0.74; Thrombin inh: -3; FXIa inh: -2; p97 inhibitor: 0; Furin inh: -4; Wee1 degr inh: 0; PERK inhibitor: -0.4

What do the screens show for `CC(C)(C)C1CCC(=NNC(=O)c2ccc(Br)o2)CC1` (stereo not drawn)?
KLK5 inh: -13; FXIIa inh: 13; Cl transport mod: 0.057; Thrombin inh: 0; FXIa inh: 2; p97 inhibitor: 1; Furin inh: -16; Wee1 degr inh: 0; PERK inhibitor: 1.5

What do the screens show for `O=[N+]([O-])c1ccc(Nc2nc(NC3CCCCC3)nc(N3CCCC3)n2)cc1`?
KLK5 inh: 6; FXIIa inh: 14; Cl transport mod: 0.23; Thrombin inh: -1; FXIa inh: 7; p97 inhibitor: -4; Furin inh: 4; Wee1 degr inh: -3; PERK inhibitor: -0.6

Results for Cc1ccc(-c2nnn(CC(=O)NC3CC4CCC3C4)n2)cc1 (stereo not drawn) ?
KLK5 inh: -24; FXIIa inh: 2; Cl transport mod: 0.12; Thrombin inh: 2; FXIa inh: 1; p97 inhibitor: 0; Furin inh: -12[20 µM]; Wee1 degr inh: -2; PERK inhibitor: 0.2

How did CC(=O)c1ccc(Sc2nnc(C)s2)c([N+](=O)[O-])c1 do in these assays?
FXIIa inh: 7; Cl transport mod: 0.2; Thrombin inh: 0; FXIa inh: 2; p97 inhibitor: 6; Furin inh: -25; Wee1 degr inh: 1; PERK inhibitor: 1.3

Results for CC1CCC/C(=N\NC(=O)COc2ccccc2Cl)C1 (stereo not drawn) ?
KLK5 inh: -4; FXIIa inh: 7; Cl transport mod: -0.0064; Thrombin inh: -10; FXIa inh: 5; p97 inhibitor: -6; Furin inh: -20; Wee1 degr inh: -1; PERK inhibitor: 0.7

Results for Clc1ccc(C2=Nn3c(nnc3-c3cc(-c4ccccc4)n[nH]3)SC2)cc1 ?
KLK5 inh: -8; FXIIa inh: 5; Thrombin inh: -4; FXIa inh: 1; p97 inhibitor: 5; Furin inh: -14[20 µM]; Wee1 degr inh: 4; PERK inhibitor: 1.4

What do the screens show for `CCC1=NN(C(=O)Cc2ccc(OC)c(OC)c2)C(O)(C(F)(F)F)C1` (stereo not drawn)?
KLK5 inh: 7; FXIIa inh: 20; Cl transport mod: 1.5; Thrombin inh: 0; FXIa inh: 19; p97 inhibitor: 4; Furin inh: -15; Wee1 degr inh: 0; PERK inhibitor: 0.3

What do the screens show for `COCCCNCCCCOc1ccc(Br)cc1Cl`?
KLK5 inh: -12; FXIIa inh: 9; Cl transport mod: 0.33; Thrombin inh: -2; FXIa inh: 4; p97 inhibitor: -3; Furin inh: -6; Wee1 degr inh: 0; PERK inhibitor: -1.5

Results for C/C(=N\Nc1cccc2cccnc12)c1ccccc1O ?
KLK5 inh: -6; FXIIa inh: -1; Cl transport mod: 0.1; Thrombin inh: 0; FXIa inh: -4; p97 inhibitor: -1; Furin inh: -7; Wee1 degr inh: -2; PERK inhibitor: -0.5

Results for CCS(=O)(=O)Nc1ccc(-c2nnc(SCC(=O)c3ccc(NC(C)=O)c(OC)c3)o2)cc1 ?
KLK5 inh: 6; FXIIa inh: 10; Cl transport mod: 0.93; Thrombin inh: 1; FXIa inh: 1; p97 inhibitor: -1; Furin inh: -21; Wee1 degr inh: 3; PERK inhibitor: 1.9

Results for COc1ccc2c(c1)C1(Nc3ccccc3-c3nc4ccccc4n31)C(=O)N2C (stereo not drawn) ?
KLK5 inh: 6; FXIIa inh: -3; Cl transport mod: 0.092; Thrombin inh: -8; FXIa inh: 12; p97 inhibitor: -1; Furin inh: -12[20 µM]; Wee1 degr inh: -1; PERK inhibitor: -0.9

Results for O=[N+]([O-])c1ccc2nc(/C=C/c3ccc(Cl)cc3)[nH]c2c1 ?
KLK5 inh: -6; FXIIa inh: 16; Cl transport mod: -4.5*; Thrombin inh: -4; FXIa inh: 1; p97 inhibitor: 1; Furin inh: 1[20 µM]; Wee1 degr inh: 1; PERK inhibitor: -0.4

Results for Cc1c(C(=O)O)cccc1-n1c(C)cc(/C=C(/C#N)C(=O)NCc2ccccc2)c1C ?
KLK5 inh: -8; FXIIa inh: 5; Cl transport mod: -0.84; Thrombin inh: 7; FXIa inh: -2; p97 inhibitor: 3; Furin inh: -19; Wee1 degr inh: 1; PERK inhibitor: 1.8

What do the screens show for `CCOc1ccc(Nc2n[nH]c(=S)s2)cc1`?
KLK5 inh: 2; FXIIa inh: 11; Cl transport mod: -5.3*; Thrombin inh: -7; FXIa inh: 1; p97 inhibitor: 4; Furin inh: -12; Wee1 degr inh: 6; PERK inhibitor: 0.5

Results for CCOC(=O)C(=O)N(Nc1ccccc1C)c1ccccc1C ?
KLK5 inh: 0; FXIIa inh: 4; Cl transport mod: 0.94; Thrombin inh: -12; FXIa inh: -4; p97 inhibitor: -5; Furin inh: -12; Wee1 degr inh: -2; PERK inhibitor: 0.7

Results for C=CCNC(=O)c1onc(CSc2cccc(OCC)c2)c1C(=O)O ?
KLK5 inh: -39; FXIIa inh: 4; Cl transport mod: 0.81; Thrombin inh: -7; FXIa inh: -10; p97 inhibitor: 2; Furin inh: -23[20 µM]; Wee1 degr inh: 2; PERK inhibitor: 2.0

Results for CCc1c(C)sc(NC(NC(C)=O)(C(=O)OC)C(F)(F)F)c1C#N (stereo not drawn) ?
KLK5 inh: -12; FXIIa inh: 7; Cl transport mod: -0.043; Thrombin inh: -5; FXIa inh: 6; p97 inhibitor: 6; Furin inh: -24; Wee1 degr inh: 5; PERK inhibitor: 0.7

How did S=C1NCN(Cc2ccco2)CN1c1cccc2ccccc12 do in these assays?
KLK5 inh: -10; FXIIa inh: 2; Cl transport mod: 0.76; Thrombin inh: -11; FXIa inh: 0; p97 inhibitor: 0; Furin inh: -27; Wee1 degr inh: 1; PERK inhibitor: 0.1

What do the screens show for `Nc1cc(-c2ccc(Br)cc2)nn1S(=O)(=O)c1ccccc1`?
KLK5 inh: -5; FXIIa inh: 10; Cl transport mod: 1.4; Thrombin inh: 2; FXIa inh: 9; p97 inhibitor: 0; Furin inh: -16; Wee1 degr inh: 0; PERK inhibitor: 0.3

What do the screens show for `O=C(O)C(Cc1ccccc1)N1C(=O)CCC1=O` (stereo not drawn)?
KLK5 inh: -3; FXIIa inh: 7; Cl transport mod: -0.47; Thrombin inh: -8; FXIa inh: -5; p97 inhibitor: -2; Furin inh: -30; Wee1 degr inh: 1; PERK inhibitor: -0.4

How did CCOC(=O)N1CCN(C(=O)c2cnn3c(C(F)(F)F)cc(-c4cccs4)nc23)CC1 do in these assays?
KLK5 inh: -3; FXIIa inh: 5; Cl transport mod: -1.9; Thrombin inh: 3; FXIa inh: -1; p97 inhibitor: 6; Furin inh: -19; Wee1 degr inh: 1; PERK inhibitor: 0.0

In the list so far, these have a COOH group.
Results for Cc1c(C(=O)O)cccc1-n1c(C)cc(/C=C(/C#N)C(=O)NCc2ccccc2)c1C ?
KLK5 inh: -8; FXIIa inh: 5; Cl transport mod: -0.84; Thrombin inh: 7; FXIa inh: -2; p97 inhibitor: 3; Furin inh: -19; Wee1 degr inh: 1; PERK inhibitor: 1.8

Results for C=CCNC(=O)c1onc(CSc2cccc(OCC)c2)c1C(=O)O ?
KLK5 inh: -39; FXIIa inh: 4; Cl transport mod: 0.81; Thrombin inh: -7; FXIa inh: -10; p97 inhibitor: 2; Furin inh: -23[20 µM]; Wee1 degr inh: 2; PERK inhibitor: 2.0

What do the screens show for `O=C(O)C(Cc1ccccc1)N1C(=O)CCC1=O` (stereo not drawn)?
KLK5 inh: -3; FXIIa inh: 7; Cl transport mod: -0.47; Thrombin inh: -8; FXIa inh: -5; p97 inhibitor: -2; Furin inh: -30; Wee1 degr inh: 1; PERK inhibitor: -0.4
